High-throughput results (PubChem)
Ec RNAP inh: E. coli RNAP inhibitors, biochemical | E. coli RNA polymerase, fluorescence transcription assay | inhibition, %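 (tested at 10 µM)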 | 62,000 compounds, 0.2% hits | AID 559, 2006; in the data active = inhibition above about 20%;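 note: 0% = enzyme without compound and 100% = no enzyme blank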
TNAP act mid DEA: human TNAP enzyme activators, primary screen, biochemical, luminescent, intermediate phosphate acceptor level; Alkaline phosphatase, tissue-nonspecific isozyme (Homo sapiens), P05186; purified TNAP, CDP-star luminescence, 100 mM DEA, 30 min; active compounds read high; scale: 0 levamisole-inhibited, 1 vehicle-only enzyme; activation factor at 20 µM; 64,000 tested, under 10 active;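 active = activation factor of at least 2 at 20 µM, relative to controls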
M1 antagonist: antagonists of rat M1 muscarinic receptor. CHO-M1 cells, Fluo-4 calcium, ACh EC80 antagonist mode; active compounds read low. Muscarinic acetylcholine receptor M1 (Rattus norvegicus), P08482. 64,000 compounds, 3.4% hits. B-score at 10 µM. AID 628, 2007;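 active = calcium fluorescence response, raw or row-and-column corrected B-score, differing from the plate sample mean either way at a set confidence level, mostly lower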
Target sequence (P08482 whole entry, looked up): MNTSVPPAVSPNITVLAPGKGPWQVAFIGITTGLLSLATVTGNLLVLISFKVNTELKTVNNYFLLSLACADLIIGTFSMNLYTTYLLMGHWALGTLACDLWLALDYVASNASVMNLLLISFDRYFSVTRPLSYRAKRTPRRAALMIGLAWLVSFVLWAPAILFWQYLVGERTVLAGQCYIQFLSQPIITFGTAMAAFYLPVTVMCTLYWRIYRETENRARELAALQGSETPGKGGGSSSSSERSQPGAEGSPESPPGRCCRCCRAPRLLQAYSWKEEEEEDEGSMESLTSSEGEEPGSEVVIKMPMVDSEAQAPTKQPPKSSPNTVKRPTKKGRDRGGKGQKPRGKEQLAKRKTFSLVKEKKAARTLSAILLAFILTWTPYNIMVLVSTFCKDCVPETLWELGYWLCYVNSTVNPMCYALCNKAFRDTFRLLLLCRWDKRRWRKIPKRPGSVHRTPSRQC
M1 ag: M1 muscarinic receptor agonists, primary screen, CHO-M1 cells, Fluo-4 calcium, agonist mode; B-score at 10 µM; 64,000 compounds, 3% hits; Muscarinic acetylcholine receptor M1; AID 626, 2007; Fluo-4 calcium fluorescence; active compounds read high;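 active = fluorescence rise, raw or as B-score row- and column-corrected plate score, outside the 99.7% band of its plate's samples, either direction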
NADH enzymes: inhibitors of PK/LDH coupling enzymes, profiling panel, artefact control, biochemical, MLSMR library; IC50, µM (titrated, usually from 10 µM), for the others: at the top dose inhibition; coupled PK/LDH NADH assays, four targets; 65,000 compounds, 0.02% hits; AID 774, 2007;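 active = single-dose screening hits from any of four coupled enzyme assays that gave an IC50 when retested across doses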;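 note: the DPM-DC format reads NADH fluorescence rather than 340 nm absorbance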
tolC growth inh: growth inhibitors of E. coli tolC mutant, primary screen, strain BW25113 ΔtolC::kan, 384-well. OD615. growth inhibition, % at 10 µM (by protocol). 65,000 compounds, 2.2% hits;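 active = growth inhibition at or above a cutoff equal to the mean over every tested compound plus 3 SD, cut at about 60% in these data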;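 note: growth measured after 20 h incubation at 37 °C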
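Test system: tolC-deleted E. coli BW25113; medium: LB with kanamycin 50 µg/mL; compound: single-point testing at 10 µM; incubation: 20 h compound exposure of bacteria at 37 °C; signal: OD at 615 nm; evaluation: growth inhibition in percent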
Autofluor 339: intrinsic fluorescence of library compounds, ex339/em460 – biochemical, MLSMR library, data from DPM-DC assay, artefact control, profiling panel. compound autofluorescence, ex339/em460 nm, NADH buffer; active compounds read high; 1 = no-compound wells, NADH background. fluorescence fold increase at 10 µM. 65,000 compounds, 5.5% hits. AID 709, 2007;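 active = at 10 µM, mean starting fluorescence two-fold or more over control wells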;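 note: signal is the first read of a kinetic run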
RORa activator: activators of orphan receptor RORA, primary screen, cell-based, luminescence | CHO-K1 Gal4-RORA LBD luciferase reporter; percent increase over mock-subtracted basal signal | AID 560, 2006 | 65,000 compounds, 1.5% hits | activation, % at 10 µM;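 active = activation above the mean of all tested compounds plus 3 SD, cut at about 49% in these data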;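 note: 0% = DMSO-treated RORA cells and 100% = added signal equal to DMSO minus mock-transfected cells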
SF-1 act: activators of human SF-1, primary screen, cell-based, CHO-K1, Gal4-SF-1 LBD, luciferase luminescence | Steroidogenic factor 1 (Homo sapiens), Q13285 | CHO-K1 Gal4-SF-1 LBD luciferase reporter; % increase over DMSO SF-1-specific signal | activation, % at 10 µM | 65,000 compounds, 1.9% hits | AID 522, 2006;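 active = activation above the mean activation of all tested compounds plus 3 SD, cut at about 50% in these data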
Target sequence (Q13285 whole entry, looked up, the tested form may be a part): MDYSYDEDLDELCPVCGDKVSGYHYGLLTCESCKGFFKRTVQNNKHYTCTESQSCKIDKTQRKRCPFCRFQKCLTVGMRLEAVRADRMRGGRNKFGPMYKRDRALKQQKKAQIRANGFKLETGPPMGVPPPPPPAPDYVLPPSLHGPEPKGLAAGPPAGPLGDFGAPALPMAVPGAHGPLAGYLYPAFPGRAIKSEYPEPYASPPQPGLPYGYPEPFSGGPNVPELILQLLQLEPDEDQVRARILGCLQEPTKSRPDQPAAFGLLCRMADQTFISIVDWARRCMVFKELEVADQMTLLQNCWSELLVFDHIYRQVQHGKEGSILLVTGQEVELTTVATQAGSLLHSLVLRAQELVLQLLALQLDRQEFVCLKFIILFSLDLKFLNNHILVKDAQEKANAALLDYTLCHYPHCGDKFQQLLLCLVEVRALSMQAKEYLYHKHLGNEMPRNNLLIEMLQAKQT
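System: CHO-K1 cells with Gal4–hSF-1 LBD chimera plus Gal4-driven luciferase; quantity: 4,000 CHO-K1 cells per well; compound: one dose, 10 µM compound, 1% DMSO; times: 20 h compound treatment, 37 °C; measured by: SteadyLite luciferase luminescence; read-out: percent activation versus DMSO; benchmarks: DMSO and mock-transfected background; replicates: one test per compound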
An asterisk follows results filed as active; / = not tested or not shown; [ ] = another dose, or the depositor's remark.

no.	Molecule	Autofluor 339	SF-1 act	TNAP act mid DEA	RORa activator	Ec RNAP inh	M1 ag	NADH enzymes	M1 antagonist	tolC growth inh
1	CC1CCCN(C(C(=O)Nc2ccc3c(c2)OCO3)c2ccccc2)C1 (stereo not drawn)	1.05	-8.1	0.9	-5.3	4.2	0.156	1.0%	-4.97*	8.5
2	O=C(CN1C(=O)c2ccccc2S1(=O)=O)Nc1cccnc1	1.01	6.3	/	-10.1	/	0.49	7.0%	-0.0147	-10.5
3	COC(=O)c1cc(Br)ccc1OC(=O)c1cccnc1	1.11	-4.0	1	-2.3	4.5	0.13	11.0%	1.02	-8.2
4	O=C(NCCCc1ccccc1)c1cnc2n(c1=O)CCS2	1.1	42.2	/	29.7	/	-0.768	0.0%	0.246	-8.8
5	CC(=O)NC1C(=O)N(CCc2ccccc2)c2ccccc21 (stereo not drawn)	1.08	-1.7	1.1	-19.0	2.7	-0.626	4.0%	0.978	-15.1
6	O=C1N2CN(C(c3ccccc3)c3ccccc3)CN=C2SC1(CO)CO	1.07	4.2	0.9	12.6	5.2	1.39	1.0%	-0.209	-23.7
7	CCCCN(CC)CCCNC(=O)c1cc2c(=O)n(C)c3ccccc3c2n1C	1.48	14.9	0.9	7.6	7.2	0.018	4.0%	-1.37	7.6
8	O=C(COc1ccc(S(=O)(=O)N2CCOCC2)cc1)Nc1ccc(Cl)c(C(F)(F)F)c1	1.05	25.1	0.9	23.5	5.6	-0.547	6.0%	-0.866	2.9
9	CCCn1c(CNC(=O)c2cccs2)nc2ccccc21	1.07	-6.7	1	-21.8	4.1	-0.656	5.0%	-0.31	5.5
10	Cc1ccc(S(=O)(=O)CNC(=O)c2ccccc2)cc1	1	-11.8	1	-13.2	14.5	-0.00736	4.0%	0.149	-15.2
11	COc1ccc(N(CC(=O)O)S(=O)(=O)c2ccc(OC)c(OC)c2)cc1	1.04	/	1	/	8.7	0.351	6.0%	-0.79	9.1
12	O=C(NCCN1CCCCC1)c1cc2ccccc2[nH]1	1.2	16.7	1	-1.2	3.4	-0.463	4.0%	-0.536	-17.2
13	Cc1ccc(N2CCN(CC3CC=CCC3)CC2)cc1 (stereo not drawn)	1.04	-7.0	0.9	19.5	6.3	-0.334	4.0%	0.0159	-8.1
14	CN(CC1CCCO1)S(=O)(=O)c1ccc(C(=O)Nc2nc3cc4c(cc3s2)OCO4)cc1 (stereo not drawn)	1.46	-29.1	0.9	22.2	0.0	-0.465	6.0%	-1.32	9.9
15	Cc1cnc(C(=O)OCC(=O)Nc2cccc(Cl)c2)cn1	1.14	-12.3	0.9	-23.1	-7.4	-0.914	7.0%	1.55	0.9
16	COc1cccc(N2CCN(C3CC(=O)N(c4cccc(Cl)c4)C3=O)CC2)c1 (stereo not drawn)	1.1	-1.9	1	-4.2	6.7	0.15	3.0%	-0.0215	4.8
17	COc1ccc(N2CCN(c3cc(C)c4ccc(O)cc4n3)CC2)cc1	2.14*	-12.7	0.9	-0.8	-21.6	0.00796	3.0%[fluoresces]	-0.38	19.9
18	O=C(O)CCCC(=O)Nc1nc(-c2ccc(F)cc2)cs1	1.04	8.2	1	-6.5	7.9	-0.371	10.0%	-0.603	19.0
19	CC(C)(C)N(Cc1ccccc1)C(=O)CSc1nnc(CNc2ccc(F)cc2)o1	1.14	11.7	1	19.7	2.6	2.01	2.0%	0.418	36.7
20	CC12CN3CC(C)(CN(C1)C3c1ccc(Br)cc1)C2=O (stereo not drawn)	1.05	-6.8	0.9	-9.9	0.7	-0.405	4.0%	0.216	-3.1
21	Cn1c(=O)c2c(ncn2CC(=O)N2CCN(c3cccc(Cl)c3)CC2)n(C)c1=O	1.03	-6.1	0.9	-9.7	-3.3	-1.68	1.0%	-0.121	-13.7
22	CS(=O)(=O)N1CCN(c2ccccc2NC(=O)c2cccs2)CC1	1.06	-9.3	0.9	-5.3	-12.4	1.17	2.0%	-0.956	2.1
23	CCN(CCCNC(=O)CC(C(=O)N1CCc2ccccc21)n1ccnc1)c1cccc(C)c1 (stereo not drawn)	1.06	-6.6	1	-3.8	5.1	0.186	4.0%	-0.332	3.9
24	O=[n+]1c2c(n([O-])c3cc(F)c(F)cc31)CCCC2	1.09	-6.7	1	2.1	-2.5	0.0847	4.0%	0.465	16.6
25	O=C(CCCSc1nc(-c2ccco2)cc(C(F)(F)F)n1)NCc1cccs1	1.11	6.2	0.9	-17.3	7.9	0.322	2.0%	-0.653	53.8
26	COc1ccc(NC(C)c2cc(Cl)ccc2O)cc1 (stereo not drawn)	1.07	7.3	0.8	8.8	2.7	0.0449	3.0%	0.118	-5.8
27	CCCCn1ccnc1C(=O)c1cccc(S(=O)(=O)N2c3ccccc3CC2C)c1 (stereo not drawn)	1.08	1.6	0.9	-14.5	/	-0.576	6.0%	-0.197	11.2
28	CCn1c(=O)c2c3c(sc2n2c(SCc4ccc(F)cc4)nnc12)CCCC3	1.07	-5.6	1	14.9	3.0	0.0177	6.0%	-0.0348	24.7
29	C=CCOc1nc(N2CCCC2)nc(N2CCCC2)n1	1.02	-1.8	0.9	-1.7	1.8	0.0534	4.0%	0.193	-10.5
30	O=C(OCC1COc2ccccc2O1)c1c(F)cccc1F (stereo not drawn)	1.08	2.1	0.8	2.1	8.0	0.347	2.0%	0.114	28.8

Just tolC growth inh and Ec RNAP inh (3 entries from above):
| cpd | Compound | tolC growth inh | Ec RNAP inh |
| --- | --- | --- | --- |
| 25 | O=C(CCCSc1nc(-c2ccco2)cc(C(F)(F)F)n1)NCc1cccs1 | 53.8 | 7.9 |
| 26 | COc1ccc(NC(C)c2cc(Cl)ccc2O)cc1 (stereo not drawn) | -5.8 | 2.7 |
| 27 | CCCCn1ccnc1C(=O)c1cccc(S(=O)(=O)N2c3ccccc3CC2C)c1 (stereo not drawn) | 11.2 | / |

(listing goes on)
no.	Molecule	Autofluor 339	SF-1 act	TNAP act mid DEA	RORa activator	Ec RNAP inh	M1 ag	NADH enzymes	M1 antagonist	tolC growth inh
31	CC(C)NC(=O)CN(C(=O)CCC(=O)Nc1ccccn1)c1ccc(F)c(Cl)c1	1.09	15.1	1	8.9	13.2	-0.0363	7.0%	-0.182	-9.5
32	CC(C)CN(CC(C)C)c1nc(N)c(C#N)c(CC#N)c1C#N	1.32	-9.9	0.9	2.3	8.7	-0.0432	2.0%	-0.207	15.9
33	CCOC(=O)c1sc(NCC2CCCO2)nc1C (stereo not drawn)	1.04	12.2	0.9	-6.8	2.6	1.06	7.0%	-0.215	-4.2
34	CC1(C)C(=O)Nc2ccccc2N1C(=O)COc1ccc(S(=O)(=O)N2CCOCC2)cc1Cl	1.08	-3.5	0.9	15.7	4.2	1.37	4.0%	0.624	3.2
35	CC(=O)c1ccc(OCCCC(=O)NCC(c2ccco2)N(C)C)cc1 (stereo not drawn)	1.1	-6.6	0.9	-0.1	6.5	-0.0647	9.0%	-1.16	0.8
36	COCc1c(C)cc(C)c(/C=N/O)c1C	1.06	-21.4	0.9	-9.4	-0.2	-1.58	4.0%	11.8*	-15.3
37	Cc1cc(N2CCN(c3ccccn3)CC2)n2nc(C)nc2n1	0.97	-12.2	0.8	-9.9	9.1	0.0289	2.0%	-1.02	-11.4
38	O=C(CSc1nc2c(cnn2-c2ccccc2)c(=O)[nH]1)N1CCOCC1	1.12	-8.0	0.9	17.6	10.5	0.556	0.0%	-0.813	-16.0
39	CCSc1nnc(-c2ccc(S(=O)(=O)NCc3cccs3)cc2)o1	0.98	11.6	0.8	-1.6	5.2	0.0308	6.0%	0.117	9.1
40	COc1ccc(C(=O)NCC(=O)NC2=NCCS2)cc1	1.01	-21.5	0.8	44.0	9.6	-0.961	2.0%	-0.246	1.9
41	O=C1C2CCCN2C(c2ccc(Cl)cc2)N1c1nccs1 (stereo not drawn)	1.05	-15.1	0.9	2.2	7.2	1.08	1.0%	-0.221	-0.8
42	COCC(C)n1c(SCC(=O)N2CCCCC2)nc2ccccc2c1=O (stereo not drawn)	1.07	-9.2	1	-9.2	-0.7	-0.00421	2.0%	0.0348	1.0
43	O=C(c1cnn2c1NC(c1ccco1)CC2C(F)(F)F)N1CCN(c2cccc(Cl)c2)CC1 (stereo not drawn)	1.03	30.9	0.8	11.9	7.9	-0.598	2.0%	0.0945	56.7
44	Cc1ccc(S(=O)(=O)N(C)Cc2ccc(-c3nnco3)cc2)cc1	0.95	3.1	/	-13.3	9.8	-0.281	5.0%	0.00167	-11.7
45	COc1nc(-c2ccc(C)cc2)ccc1-c1noc(-c2ccco2)n1	2.36*	15.5	0.9	18.7	9.9	-0.725	9.0%	1.24	-8.4
46	CCOC(=O)N1CCN(S(=O)(=O)c2ccc(C)c(C)c2)CC1	0.92	0.6	0.9	-19.7	2.8	-0.0611	9.0%	0.157	11.5
47	c1cc(-c2noc(CCC3CCCC3)n2)ccn1	1.13	23.0	1	5.7	-3.1	-0.141	3.0%	0.128	11.5
48	COCCOC(=O)c1c(C)oc2ccc(OC(=O)c3c(OC)cccc3OC)cc12	1.13	-9.7	0.9	-23.5	/	2.19	0.0%	0.629	29.2
49	CNc1nc(Nc2ccc(C(C)=O)cc2)nc(OC(C(F)(F)F)C(F)(F)F)n1	1.08	/	0.9	/	1.3	-0.0398	2.0%	0.176	67.2*
50	O=C(O)CN(c1ccc2c(c1)OCCO2)S(=O)(=O)c1ccccc1	1.03	6.1	1	-9.7	9.3	0.489	4.0%	0.0636	-2.5
51	Cc1ccc2nc(-c3ccccc3Cl)cc(C(=O)Nc3cc(C)on3)c2c1	1.24	-11.8	0.9	15.9	1.3	0.811	1.0%	0.532	37.0
52	CCc1nn(-c2cc(Cl)ccc2OC)c2c1C(=O)CCC2	1.04	19.8	1	9.3	4.7	1.15	8.0%	0.103	1.3
53	CSc1nc(-c2ccccc2)ccc1C(N)=O	1.03	-1.0	0.9	20.7	1.7	0.311	4.0%	-0.696	5.7
54	Cc1cc(C(=O)CSc2nnnn2-c2ccc(Cl)cc2)c(C)n1CC1CCCO1 (stereo not drawn)	0.71	8.1	0.9	3.2	9.6	-1.78	17.0%	0.0516	-8.6
55	CC(C)Cc1cc(C(=O)Nc2c(F)cc(F)cc2Br)no1	1.02	8.6	0.7	-10.9	9.4	-0.533	2.0%	-0.177	38.0
56	COc1ccc(N(CC(=O)NC2CCCCCCC2)S(=O)(=O)c2c(C)nn(C)c2C)cc1	1.02	11.6	0.9	0.8	6.1	-0.0121	6.0%	0.0378	17.9
57	CCOC(=O)NC(=O)CSc1nnc(C)s1	1.06	-4.4	0.9	-4.2	-1.6	-0.434	4.0%	-0.661	-22.2
58	CC1CCc2c(sc(NC(=O)c3ccc(Cn4cc(Br)cn4)o3)c2C(N)=O)C1 (stereo not drawn)	3.78*	27.4	0.9	3.9	6.1	0.0593	5.0%[fluoresces]	0.642	14.6
